# Assay outcomes: PubChem BioAssay, Sanford-Burnham Center for Chemical Genomics
# TAG inh = inhibitors of triacylglycerol accumulation; H9c2 cells, Nile Red lipid (TAG) fluorescence; cells loaded with 200 µM oleic acid; inhibition, % at 12.5 µM; 230,000 tested, 0.66% active; AID 651582;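 active means pattern-corrected inhibition of lipid staining of at least 50% with the nuclear-stain viability signal not falling by more than 50%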;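 further: 0% = DMSO wells and 100% = triacsin C control wells; some results filed as inactive read as strong as hits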
# TAG inh DAPI viability = recorded beside TAG inh, whose call it bears; DAPI nuclei signal change (viability), lower = more cytotoxic, %;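 whole-well DAPI fluorescence read on a plate reader as a viability signal; minus 50 percent equals half of cells still viable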
# Starred values were filed as active, the others as inactive; & = joins results of further samples. A portion of the library (hit frequency here may not be typical).
SMILES,TAG inh,TAG inh DAPI viability
CCC(C)(C)n1nnnc1C(c1ccccc1F)N1CCC(C(N)=O)CC1 (configuration not stated),5,-8
C[C@H](CO)N1C[C@H](C)[C@@H](CN(C)S(=O)(=O)c2ccc(F)cc2)Oc2ccc(NC(=O)c3ccncc3)cc2C1=O,6,0
COC(=O)c1cc(=O)n(Cc2ccco2)c(=Nc2ccc(F)c(Cl)c2)s1,30,-20
Cc1ccccc1-n1c(-c2ccncc2)n[nH]c1=S,-8,4
Fc1ccc(Nc2nc(NCc3ccco3)c3ccccc3n2)cc1,13,-6
Cc1ccc(NC(=O)c2ccc(Cl)c(N3C(=O)CCC3=O)c2)cc1,4,-4
Clc1ccc(Nc2ccc(Cl)nn2)cc1,-7,0
COc1ccccc1CNc1nc(NCc2ccc(C(C)C)cc2)c2sccc2n1,10,11
Oc1ccc2nc(Cc3ccccc3)[nH]c2c1,18,-9
CC(=O)Nc1nc2c(s1)C(=O)NCCC2,-6,4
COCCn1c(Cc2ccccc2)nnc1SCC(=O)N1CCCC1=O,-17,6
O=C(NCC1COc2ccccc2O1)C1CCCN(S(=O)(=O)c2cnc[nH]2)C1 (configuration not stated),12,-7
CN(Cc1ccccc1)C(=O)c1cccc(NC(=O)Cc2ccc(NC(=O)C3CCCN(C(=O)C4CC4)C3)cc2)c1 (configuration not stated),-4,2
CC(C)c1csc(CN2CCCC(CNC(=O)c3cccc4ccccc34)C2)n1 (configuration not stated),1,23
Nn1c(SCC(=O)Nc2cc(S(=O)(=O)N3CCOCC3)ccc2Cl)nnc1-c1cccnc1,-2,3
O=C(O)c1cccc(S(=O)(=O)NCc2cccs2)c1,14,-3
Cc1cc(NC(=O)CSc2nc3ccccc3[nH]2)no1,-1,1
CSc1ccc(Cn2c(C)c(C(=O)NCc3ccc(F)cc3)sc2=O)cc1,-8,-8
O=c1c2c(-c3ccccc3)csc2nc2c3ccccc3c(NCCN3CCOCC3)nn12,100*,55*
Cc1ccc(Cn2ccc(NC(=O)c3c(-c4ccccc4Cl)noc3C)n2)cc1,-2,0

# Pulled by compound from the entries so far:
SMILES,TAG inh,TAG inh DAPI viability
O=C(NCC1COc2ccccc2O1)C1CCCN(S(=O)(=O)c2cnc[nH]2)C1 (configuration not stated),12,-7
Nn1c(SCC(=O)Nc2cc(S(=O)(=O)N3CCOCC3)ccc2Cl)nnc1-c1cccnc1,-2,3
Fc1ccc(Nc2nc(NCc3ccco3)c3ccccc3n2)cc1,13,-6
O=c1c2c(-c3ccccc3)csc2nc2c3ccccc3c(NCCN3CCOCC3)nn12,100*,55*
Cc1ccccc1-n1c(-c2ccncc2)n[nH]c1=S,-8,4
CC(C)c1csc(CN2CCCC(CNC(=O)c3cccc4ccccc34)C2)n1 (configuration not stated),1,23
Cc1ccc(NC(=O)c2ccc(Cl)c(N3C(=O)CCC3=O)c2)cc1,4,-4

# The listing picks up, starting 7 compounds before the break.
SMILES,TAG inh,TAG inh DAPI viability
CC(C)c1csc(CN2CCCC(CNC(=O)c3cccc4ccccc34)C2)n1 (configuration not stated),1,23
Nn1c(SCC(=O)Nc2cc(S(=O)(=O)N3CCOCC3)ccc2Cl)nnc1-c1cccnc1,-2,3
O=C(O)c1cccc(S(=O)(=O)NCc2cccs2)c1,14,-3
Cc1cc(NC(=O)CSc2nc3ccccc3[nH]2)no1,-1,1
CSc1ccc(Cn2c(C)c(C(=O)NCc3ccc(F)cc3)sc2=O)cc1,-8,-8
O=c1c2c(-c3ccccc3)csc2nc2c3ccccc3c(NCCN3CCOCC3)nn12,100*,55*
Cc1ccc(Cn2ccc(NC(=O)c3c(-c4ccccc4Cl)noc3C)n2)cc1,-2,0
CCCCCCSc1ccc(-c2nc3ccc(Cl)cn3c2NC2CCCCC2)cc1,13,150
Cc1nc2nc(C)c(CCC(=O)N3CCN(c4ccccc4)CC3)c(C)n2n1,-10,15
CC(=O)c1ccccc1OCCOc1ncnc2sccc12,1,-7
CCCS(=O)(=O)NCc1cn2c(C)csc2n1,3,4
CCCCC1CCC(C(=O)Nc2ccc(N3CCOCC3)cc2N2CCOCC2)CC1 (configuration not stated),30,-11
O=C(CSc1nc2c(c(=O)n1-c1ccc(Cl)cc1)SCC2)Nc1ccc2c(c1)OCCO2,-11,0
COC(=O)CCC(=O)OC1(C)C(=O)C=C2C=C(C3CC3)N(CCc3c[nH]c4ccccc34)C=C2C1=O (configuration not stated),-3,9
CC(C)Cn1c(SCC(=O)N2CCOCC2)nc2ccccc2c1=O,-2,-7
CC(C)(C)NC[C@H](O)COc1nsnc1N1CCOCC1,-3&-8&-1,2&5&3
C=CCOc1cccc(C2C(C(=O)c3ccc(C)o3)=C(O)C(=O)N2CCCn2ccnc2)c1 (configuration not stated),-3,-10
O=C(Nc1ccccc1)c1cccc(NC(=O)c2ccco2)c1,6,17
Cc1ccc2c(CSc3nnnn3C)cc(=O)oc2c1,6,-7
Cc1ccc(NC(=O)CN(C)C(=O)C2CC(=O)N(Cc3ccccc3)C2)cc1 (configuration not stated),3,-3
COc1ccc(NS(=O)(=O)c2cccc(C(=O)NCC(c3ccc(OC)cc3)N3CCCCC3)c2)cc1 (configuration not stated),-2,-3
O=C(O)C1CCCN(S(=O)(=O)c2ccc(Cl)s2)C1 (configuration not stated),6,14
COc1cc(S(=O)(=O)NCc2ccncc2)c(OC)cc1Br,-3,2
O=C(COC(=O)C1=COCCO1)Nc1ccc(F)c(F)c1,-15,10
CCOC(=O)C(Cc1cc(C(C)=O)ccc1OC(C)C)C(=O)OCC,14,-4
NC(Cc1ccccc1)c1csc(Nc2ccc(C(=O)c3ccccc3)cc2)n1 (configuration not stated),27,1
O=C(CCOc1ccccc1)N1CCN(S(=O)(=O)c2ccccc2F)CC1,4,0
COc1ccc(CN(C)Cc2nc(Cc3ccccc3Cl)no2)cc1OC,-28,5
O=c1ccc2ccc(Oc3ccc(Cl)cc3[N+](=O)[O-])cc2o1,8,-7
COc1ccc(NC(=O)COC(=O)C2CC(=O)N(CCc3ccc(OC)c(OC)c3)C2)cc1Cl (configuration not stated),-5,1
COC/C=C/C1=CC2=CC(=O)C(C)(OC(=O)c3cnc4ccccc4n3)C(=O)C2=CN1CCCCO (configuration not stated),13,-5
COc1ccc(OC)c(S(=O)(=O)NCC(c2ccco2)S(=O)(=O)c2ccccc2)c1 (configuration not stated),-4,-1
CC(=O)Nc1ccc(NC(=O)C2(C)Cc3c(-c4cccc(NC(C)=O)c4)ccnc3O2)cc1 (configuration not stated),-1,-8
CCCc1cc(NCCOCCO)n2c(nc3ccccc32)c1C#N,20,12
COc1ccccc1-c1c(C)nn2c(-c3ccccc3)cc(C)nc12,-9,5
COc1ccc(N2CCN(C(CNC(=O)c3ccc4c(c3)OCO4)c3ccco3)CC2)cc1 (configuration not stated),-5,0
CN(C)CCCN(C(=O)c1ccc(S(=O)(=O)N2CCCc3ccccc32)cc1)c1nc2ccc(F)cc2s1,19,0
CCOC(=O)C1=C(NC#N)OC(C)=C(C)C1c1ccc(O)cc1 (configuration not stated),-8,3
OC(c1ccc(F)c(F)c1)c1nc(-c2ccc(Cl)cc2)cs1 (configuration not stated),-10,3
O=C(C[C@H]1C/C=C\C[C@@H](Cc2ccc(F)cc2)C(=O)O[C@@H](c2ccccc2)CNC1=O)N[C@@H](CO)Cc1ccccc1,14,-5
CC(C)S(=O)(=O)C/C(N)=N/OS(=O)(=O)c1ccc(Cl)cc1,3,-1
CCOc1ccccc1NC(=O)C(CC(C)C)NC(=O)C1CCC(C)CC1 (configuration not stated),29,-18
CN(CCc1ccccn1)c1ncnc2[nH]ncc12,-11,-3
COc1ccc(CN(C)CC(=O)Nc2cc(OC)c([N+](=O)[O-])cc2C)c(OC)c1,5,-3
CCc1nc2c(OCCOC)cccn2c1N(C)C(=O)c1ccco1,3,9
O=C(O)CN1C(=O)CCS(=O)c2ccccc21 (configuration not stated),-9,12
COc1ccc(S(=O)(=O)N2CCC(C(=O)NN3CCCCC3)CC2)cc1,-5,8
Cc1ccccc1OCC(=O)O/N=C(\N)Cc1ccc(Cl)cc1,-5,7
CSc1ccccc1NC(=O)c1csc(C)c1,10,-4
CC1CCN(c2ncnc3ccccc23)CC1,-2,-7
COc1cc(CC(=O)OCC(=O)NCCc2ccc(S(N)(=O)=O)cc2)cc(OC)c1OC,-10,3
Cc1ccc(NC(=O)c2ccc(OC(=O)CCN3C(=O)c4ccccc4C3=O)cc2)cc1,-5,-5
CC1=C(C(=O)N2CCOCC2)CC(CC(=O)NC(c2ccccc2)c2ccccc2)C(=O)N1Cc1ccc(C(C)(C)C)cc1 (configuration not stated),6,14
CCCCc1nnc(NC(=O)CCS(=O)(=O)c2ccc(C)cc2)s1,-10,-1
COc1cccc(/C=C/c2ccccn2)c1O,1,-1
Cc1cc(C(=O)CSc2nncs2)c(C)n1Cc1ccco1,-15,4
O=C1OCCN1C(=O)[C@H]1[C@H](c2ccc(F)cc2)C(c2ccc(F)cc2)=NN1c1ccccc1,29,-10
Cc1onc(-c2ccccc2)c1C(=O)N/N=C/c1cc(Br)c(O)c(Br)c1,-12,-1
COC(=O)[C@]1(C)N[C@H](CN(C)C(C)=O)[C@@H]2C(=O)N(Cc3ccccc3)C(=O)[C@@H]21,-7,8
CCn1nccc1C(=O)Nc1ccccc1OC,3,-5
O=C(/C=C/c1ccccc1)N1CCN(c2ccccn2)CC1,-23,10
COc1cccc(CN2CCC(C(=O)N3CCC(C)CC3)CC2)c1,12,3
Cc1oc(-c2cccs2)nc1CN1CCN(Cc2ccc(F)c(F)c2)C(CCO)C1 (configuration not stated),-13,15
Cc1cnc(NC(=O)CN2C(=O)C3CC=CCC3C2=O)s1 (configuration not stated),-3,-4
CC(=O)NCc1ccc(C(=O)COC(=O)COc2ccccc2)s1,-12,3
CCc1nc(NCC2CC2)c2nnn(Cc3ccccc3)c2n1,148,-131
COc1ccc(CN2CC(=O)N3[C@H]4c5ccccc5OC[C@@H]4[C@H](c4ccccc4)[C@]3(C)C2=O)cc1,-11,-8

# Record cards, as listed above. Order of screens: TAG inh, TAG inh DAPI viability
# Cc1ccc(NC(=O)CN(C)C(=O)C2CC(=O)N(Cc3ccccc3)C2)cc1 (configuration not stated) in the list: 3, -3
# CC(C)S(=O)(=O)C/C(N)=N/OS(=O)(=O)c1ccc(Cl)cc1 in the list: 3, -1

# Next section
SMILES,TAG inh,TAG inh DAPI viability
Cc1ccc(NC(=O)C2(C)CCN2C(C)C)cc1C (configuration not stated),-1,-10
CCC(C)(C)NC(=O)CN(C(=O)CNS(=O)(=O)c1ccccc1)c1ccccc1,2,1
OCCNc1ncnc2c1ncn2[C@H]1CN(Cc2cccs2)C[C@@H](CO)O1,6,-7
Cc1ccc(NC(=O)COc2ccccc2C=O)cc1Cl,-12,-11
CN(CC(O)CN1CCOCC1)S(=O)(=O)O (configuration not stated),-5,0
CCOC(=O)N1CCN(Cc2cn[nH]c2-c2ccc(-c3ccccc3)cc2)CC1,-14,3
Cc1ccc(Cc2nnc(SCC(=O)Nc3c(C)cccc3C)[nH]c2=O)cc1,-21,8
Nc1nc(-c2ccccc2)nn1S(=O)(=O)c1ccccc1,3,4
COc1ccc(OC)c(NC(=O)CSc2nnc(N)s2)c1,-13,-2
CN(C)CCCCOc1ccccc1F,3,2
COc1ccccc1NC(=O)[C@H](COCc1ccccc1)NC(=O)OC(C)(C)C,24,2
COc1ccc(-n2cc(CN3CCCC3)c(-c3cccc(F)c3)n2)cc1,80*,-45*
CC(=O)NC1CC2CCCC(C1)N2Cc1ccc(C)cc1 (configuration not stated),0,5
CC(C)(C)OC(=O)N1CCC(C(=O)Nc2cccc(C(=O)NCCc3ccccc3)c2)CC1,5,1
Cc1ccc(NC(=O)NCCCl)cc1S(=O)(=O)N1CCOCC1,-13,8
CCc1nc(N[C@H](C(=O)O)C(C)CC)c2oc3ccccc3c2n1 (some centres not stated),3,6
Cc1nc(-c2nc(-c3c(C(=O)NNC(=O)Nc4ccccc4)noc3C)cs2)cs1,4,7
Cc1ccc(S(=O)(=O)N(C)C)cc1NC(=O)C(C)OC(=O)CC1CC2CCC1C2 (configuration not stated),9,-30
COc1ccc(NC(=S)N2CCN(c3ccc([N+](=O)[O-])cc3)CC2)cc1OC,-5,1
CN(Cc1nccs1)C(=O)c1ccc(OC2CCN(Cc3ccccn3)CC2)cc1,11,-3
COCC(C)N1C(=O)Cc2c1nc(N)c1c(N)nc(N3CCN(c4ccccc4F)CC3)c(C#N)c21 (configuration not stated),3,18
CC1(C)Cc2c(c(-c3ccco3)nc3n[nH]c(N)c23)CO1,-6,2
Cc1ccc(S(=O)(=O)NCCC(=O)N2CCCC(C)C2)cc1 (configuration not stated),-3,-5
Cc1ccc(C(=O)Nc2scc(-c3ccccc3)c2C(=O)O)cc1,-10,6
Cc1cccc(NC(=S)NCCc2ccccn2)c1,-2,3
COc1cc(-c2noc(-c3ccccc3C(=O)NCc3ccco3)n2)cc(OC)c1OC,-7,-1
Cc1ccc(N2C(=O)c3ccc(C(=O)O)cc3C2=O)c(C)c1,-2,-6
C[C@H](CO)N1C[C@H](C)[C@@H](CN(C)C(=O)Nc2ccc(C(F)(F)F)cc2)Oc2c(NS(=O)(=O)c3cn(C)cn3)cccc2C1=O,-1,2
Cc1ccsc1C(=O)N1CCC1(C)C(=O)NCc1cccc2ccccc12 (configuration not stated),-2,-3
CCN(c1ccccc1)S(=O)(=O)c1ccc(OC)c(NC(=O)c2cccs2)c1,5,-4
CON(C)c1nc(NCC(C)C)nc(OCC#N)n1,-10,4
COc1ccc(S(=O)NC2CCCCC2)c(OC)c1C (configuration not stated),4,6
Cc1cccnc1NC(=O)c1ccc(Cl)c(S(=O)(=O)N2CCCCC2)c1,6,-4
CCNc1nc(NCC)nc(OCCNS(=O)(=O)c2ccccc2)n1,10,-7
CC(C)CCNC(=O)c1cccc(S(=O)(=O)N2CCc3ccccc32)c1,3,-1
COc1ccc(C(=O)NCCN2CCOCC2)c(OC)c1OC,-3,-3
Cc1ccc2[nH]c3c(=O)n(N)c(=O)[nH]c3c2c1,6,-6
O=S(=O)(NCCc1cn2ccccc2n1)c1ccc(F)c(C(F)(F)F)c1,-22,-12
N#Cc1ccccc1OCC(=O)OCC(=O)NC1CCCCCC1,-6,-3
